Screens: PubChem, several laboratories
Mot1-301 SUMO – blocks SUMOylation pathway, rescuing yeast Mot1-301 growth; S. cerevisiae Mot1-301 growth rescue, ATP luminescence, 38.5C; percent above DMSO median, 100 means doubled; growth rescue, % at 18.8 µM; 320,000 tested, 1% active; AID 2716;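 active means every valid replicate shows activation above 250% relative to neutral control wells; inactive means the rest, any valid replicate at or below 250%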;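 further: OY570 slx delta 5 strain wells were the positive control but not used for scaling; some compounds called inactive have numbers as strong as hits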
AddAB inh – less growth of phage-infected E. coli with AddAB. E. coli expressing H. pylori AddAB, absorbance growth. inhibition, % at 11.9 µM. 330,000 tested, 0.29% active. AID 435030; in the data active means inhibition above about 12%;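 further: 0% = vehicle wells of infected cells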
PKA-R2B activ – activates the human PKA-R2B holoenzyme complex | P22694+P31323 | PKA-R2B holoenzyme dissociation, Cy5-IP20 fluorescence polarization; R2B truncated from residue 108, S112A mutant; 0% DMSO only, 100% 113 µM cGMP | activation, % at 11.4 µM | 340,000 tested, 0.079% active;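 active means activation above a cutoff set at the mean over all compounds plus 3 SD, cut at about 18% in these data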;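 further: higher means more holoenzyme dissociation and a rise in polarization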
Target sequence (P31323 whole entry, looked up, other chains not shown, the tested form may be a part): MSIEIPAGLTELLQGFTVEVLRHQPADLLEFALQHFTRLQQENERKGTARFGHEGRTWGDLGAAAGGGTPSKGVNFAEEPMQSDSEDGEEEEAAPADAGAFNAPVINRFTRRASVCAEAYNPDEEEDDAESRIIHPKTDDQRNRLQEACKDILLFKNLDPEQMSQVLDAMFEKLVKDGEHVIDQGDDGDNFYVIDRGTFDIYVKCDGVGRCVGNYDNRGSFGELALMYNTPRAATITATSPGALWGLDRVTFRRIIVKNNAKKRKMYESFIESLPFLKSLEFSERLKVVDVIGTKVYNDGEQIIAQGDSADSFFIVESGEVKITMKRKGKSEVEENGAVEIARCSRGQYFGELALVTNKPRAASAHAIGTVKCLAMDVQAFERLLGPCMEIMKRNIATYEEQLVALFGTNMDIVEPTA
PKA-R1A activ – activators of PKA-R1A complex; activation, % at 11.4 µM; 340,000 tested, 0.083% active; AID 504707; PKA-R1A dissociation, Cy5-IP20 fluorescence polarization; scaled: DMSO 0%, 113 µM cGMP 100%;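 active means percent activation above the mean of all tested compounds plus 3 SD, cut at about 19% in these data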;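 further: higher means more PKAc released from R1A so a rise in polarization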
OPRM1-OPRD1 ag – agonists of human mu-delta opioid receptor heterodimerization | P35372+P41143 | cells, OPRM1-OPRD1 heterodimerization, luminescence | activation, % at 9.3 µM | 340,000 tested, 0.3% active | AID 504326; in the data active means activation above about 18%;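 further: 0% = vehicle-treated cells and 100% = reference agonist; values of inactives mirror those of a sister screen read the other way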
MOR-DOR inv ag – inverse agonists of human mu-delta opioid receptor heterodimerization | P35372+P41143 | cell-based MOR-DOR heterodimer luminescence, inverse agonism | inhibition, % at 9.3 µM | 340,000 tested, 0.21% active | AID 504357; in the data active means inhibition above about 22%, passing the limit was not always enough;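 further: 0% = cells with DMSO and 100% = wells without cells with DMSO; values of inactives mirror those of a sister screen read the other way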
phage Ecoli inh – E. coli growth loss with phage present; inhibition, % at 11.9 µM; 360,000 tested, 0.26% active; AID 651602; growth absorbance; in the data active means inhibition above about 11%
HTR5A inv ag – HTR5A inverse agonism, opioid heterodimer counter-screen; AID 504634; inhibition, % at 9.3 µM; 340,000 tested, 0.083% active; HTR5A cell line, luminescence; P47898; in the data active means inhibition mostly above about 23%, no sharp cut-off; inactive means mostly below about 18%;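 further: 0% = cells with DMSO and 100% = no-cell wells with DMSO; some compounds called inactive have numbers as strong as hits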
Target sequence (P47898 whole entry, looked up): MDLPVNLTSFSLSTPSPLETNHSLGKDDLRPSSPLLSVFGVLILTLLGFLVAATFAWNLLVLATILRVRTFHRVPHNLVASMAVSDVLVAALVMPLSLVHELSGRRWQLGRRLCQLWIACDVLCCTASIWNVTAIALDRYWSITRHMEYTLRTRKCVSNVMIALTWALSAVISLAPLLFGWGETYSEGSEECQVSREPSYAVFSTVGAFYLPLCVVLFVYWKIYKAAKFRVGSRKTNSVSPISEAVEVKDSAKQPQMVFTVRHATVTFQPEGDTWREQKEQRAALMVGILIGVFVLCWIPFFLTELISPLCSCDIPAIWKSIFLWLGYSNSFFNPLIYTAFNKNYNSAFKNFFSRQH
Tat export inh – E. coli Tat transport inhibition. 340,000 tested, 0.036% active. E. coli MC4100 TorA-mCherry Tat export, fluorescence. AID 488895. inhibition, % at 10 µM;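 active means mean replicate inhibition at least 50% and at least half of replicates individually reaching 50%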;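 further: exported cargo escapes ClpAP degradation while cytoplasmic cargo is degraded and loses fluorescence; 0% = median of neutral control wells and 100% = median of NaSCN control wells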
PfHsp90 yeast 2 – growth inhibition of yeast expressing Plasmodium Hsp90 | S. cerevisiae expressing PfHsp90, BacTiter-Glo ATP, 48 h; yeast lacking PDR1 and PDR3 efflux regulators | inhibition, % at 9.4 µM | 310,000 tested, 0.32% active | AID 504621;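 active means every replicate shows inhibition above about 80%, whatever the replicate mean, limit read from the data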;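 further: 0% = DMSO neutral controls and 100% = 20 µM radicicol positive controls; yeast relying on Plasmodium falciparum Hsp90 in place of its own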
E coli growth – bacterial growth inhibition, counter-screen for AddAB inhibitors. E. coli V3065 growth, OD600 absorbance, 18 h. 330,000 tested, 0.27% active. inhibition, % at 11.9 µM. AID 449728;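 active means inhibition above the campaign's mean inhibition across all tested compounds plus 3 SD, cut at about 9.9% in these data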;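 further: uninfected addAB+ strain grown without phage in ampicillin broth; 0% = DMSO wells and 100% = ciprofloxacin 0.95 µg/ml wells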
The depositor's hits bear a star; / = not tested or not shown; + = active, no number. The order is random; any-hit rate near 2.2%.

SMILES	Mot1-301 SUMO	AddAB inh	PKA-R2B activ	PKA-R1A activ	OPRM1-OPRD1 ag	MOR-DOR inv ag	phage Ecoli inh	HTR5A inv ag	Tat export inh	PfHsp90 yeast 2	E coli growth
COc1cccc(CNC(=O)COC(=O)/C=C/c2ccc(SC)cc2)c1	15	1.5	-6	-9	1.9	-7	0.6	2	7	-5	-0.1
Cc1ccc(S(=O)(=O)NCC2CCCO2)cc1[N+](=O)[O-] (centres undefined)	-10	4.3	1	-15	-3.8	17	9.2	5	-2	10	-1.5
COc1ccc(CCN2C(=O)C(O)=C(C(=O)c3ccco3)C2c2cccs2)cc1OC (centres undefined)	59	-1.0	-4	-13	-1.9	12	1.2	3	1	11	-1.1
O=C(Nc1ccnn1C1CCN(Cc2ccc(CO)o2)CC1)c1ccccc1Cl	-9	-0.9	3	2	0.2	-1	2.6	8	-2	14	-2.4
O=C(c1cc(-c2cccc(Cl)c2)nc2ccccc12)N1CCCC1	-26	2.3	2	-4	1.1	-6	2.6	14	7	3	-1.3
Cc1cc(C)n(-c2ccc(Cl)c(Cl)c2)n1	27	1.8	-2	-11	-4.0	20	3.7	0	-5	4	0.6
C=CCc1c(C)nc(-c2ccccc2)nc1N/N=C/c1ccccc1	1	-0.2	1	6	5.1	-25	2.6	1	10	12	-1.4
Cc1nn(C2CCS(=O)(=O)C2)c(Cl)c1/C=C/C(=O)OCC(=O)Nc1ccccc1OC(F)F (centres undefined)	11	0.3	5	-4	-1.6	9	1.8	1	5	1	3.4
O=C(C1CC(=O)N(c2ccc(F)cc2)C1)N1CCCCC1 (centres undefined)	-4	4.7	-1	-5	-1.2	9	-0.5	-8	21	-13	1.4
COc1cc([N+](=O)[O-])ccc1NC(=O)CSc1ccccn1	0	-2.0	-5	-3	-2.0	9	/	-13	31	/	-1.3
CCOC(=O)c1cc2cc(OC)ccc2[nH]1	-10	0.2	-3	5	-2.1	9	0.2	5	-5	13	-2.6
C=CCOC(=O)C1=C(C)NC(SCC(=O)Nc2nccs2)=C(C#N)C1c1ccc(Cl)cc1 (centres undefined)	152	-0.8	2	-12	2.4	-13	1.1	-24	2	4	-1.3
CCOC(=O)C1=NN(C(C)=O)C2(CC(=O)N(c3cccc(C)c3)C2=O)C1 (centres undefined)	-11	7.3	-9	2	1.6	-12	1.9	3	-11	-13	-2.3
Cc1ccc(-c2n[nH]c(=S)n2/N=C/C=C\c2ccccc2[N+](=O)[O-])cc1	9	1.7	9	0	2.6	-13	2.8	9	0	/	-0.5
COc1cccc(Cn2nnc(C(=O)NCc3ccc(F)cc3)c2N)c1	10	21*	-5	-2	-1.5	7	3.8	1	-4	10	9.3
Cc1ccc(C)c(NS(=O)(=O)c2ccc(OCC(=O)N3CCOCC3)cc2)c1	9	-1.9	7	-3	-2.2	13	2.9	-8	5	-2	0.3
Cc1ccc(C(=O)O)cc1NC(=O)C1=CSCCO1	-9	3.6	9	2	-0.4	2	2.0	-13	-8	6	-1.9
COc1cccc(C(=O)N2CCC(C(=O)NCc3ccc(C)cc3)CC2)c1	-7	4.4	-1	-1	3.4	-26	1.8	0	9	16	0.0
CCOc1ccccc1N(C(=O)c1ccco1)C(C(=O)NC1CCCC1)c1cccs1 (centres undefined)	409	2.9	-3	1	-1.3	9	2.0	-4	-14	14	1.9
Cc1ccc(-n2nnnc2C(Cl)(Cl)c2nnnn2-c2ccc(C)cc2)cc1	+	3.0	-4	-5	6.8	-40	1.5	10	4	128*	-3.6
O=[N+]([O-])c1nn(-c2cccc(Cl)c2)n(O)c1=NCc1cccnc1	1	0.6	-12	-13	1.8	-10	3.6	23	10	-30	-0.9
CCN(CCNCC(O)COCc1ccc(Cl)cc1)c1cccc(C)c1 (centres undefined)	-15	7.4	-11	-8	6.6	-30	-0.1	-6	1	-28	-2.3
CCn1c(-c2cc(-c3ccccc3OC)nc3ccccc23)n[nH]c1=S	3	4.3	-1	-10	-1.4	7	0.7	41	-2	-15	1.7
Cc1cc(-c2csc(N)n2)c(C)n1CCc1ccccc1	/	1.2	-9	5	0.1	0	-0.9	2	2	-6	-2.4
Cc1ccc(C(=O)NCc2ccco2)cc1S(=O)(=O)Nc1cccc(C)c1C	-15	1.2	-3	-6	-1.4	7	-0.2	2	6	/	-0.3
Next structures:
SMILES	Mot1-301 SUMO	AddAB inh	PKA-R2B activ	PKA-R1A activ	OPRM1-OPRD1 ag	MOR-DOR inv ag	phage Ecoli inh	HTR5A inv ag	Tat export inh	PfHsp90 yeast 2	E coli growth
CC(C)CN(CC(C)C)C(=O)CC(=O)NC(=O)c1ccc(Cl)cc1	-11	-2.8	1	8	1.3	-7	3.0	11	7	4	-1.1
COc1ccc(C2CC(c3ccc(Cl)cc3Cl)n3nc(N)nc3N2)cc1 (centres undefined)	93	4.4	-2	2	-0.6	3	2.0	2	4	-5	-0.7
CC(C)c1ccc(C(=O)NNC(=O)c2ccncc2)cc1	1	3.4	-5	1	0.1	-1	1.7	-9	-2	21	3.2
CCOC(=O)C1=C(c2ccccc2)O/C(=C(/C(=O)OC)C(F)(F)F)S1	5	2.8	-4	-7	1.0	-4	1.0	9	-4	12	0.4
O=C(NCCCN1CCOCC1)C(=O)NCCc1ccccc1	/	-1.4	0	8	-2.1	11	1.8	-10	-3	-1	2.3
CCCC(=O)Nc1ccc2c(c1)nc1n2CCSC1	137	2.4	4	-7	-2.9	15	3.6	8	-12	-19	0.9
Cc1c(C(=O)N2CCOCC2)cc(C(C)(C)C)n1-c1ccccc1	-26	5.7	3	1	-0.4	2	1.0	7	-9	-7	-0.4
CCOC(=O)N1CCC(N(CCN(C)C)C(=S)Nc2cccc(OC)c2)CC1	/	-0.9	-7	-7	-2.8	14	1.6	-3	1	-36	-2.8
COc1ccc(C(CNC(=O)CNC(=O)c2cccc(C)c2)N2CCCCC2)cc1 (centres undefined)	/	/	9	8	-1.1	7	5.8	8	7	-33	/
O=C(OCC(=O)N1CCCc2ccccc21)c1cncc(Br)c1	-5	0.6	8	11	0.0	0	3.5	-7	-10	-13	1.2
CCC/C(O)=C1\C(=O)CCCC1=NCCc1c(C)[nH]c2ccccc12	9	0.8	0	-11	-3.7	20	-1.1	-4	17	-6	-2.9
CC1CCN(C(=O)C2CCCN(S(C)(=O)=O)C2)CC1 (centres undefined)	-20	3.9	-4	1	1.3	-8	4.1	10	-1	40	-4.0
CCOC(=O)C(CCSC)NC(=O)CN (centres undefined)	-12	0.7	4	3	-2.0	10	1.9	-2	-8	/	-1.7
CCN1CCCCC(=N/O)/C(=N/O)CCCC1	4	-1.9	-5	8	-3.4	19	-0.8	1	-2	6	-1.2
O=C(Cn1cnc2ccccc21)N/N=C/c1ccccc1[N+](=O)[O-]	-10	9.1	3	-6	/	/	7.4	/	-6	24	9.0
C/C(CCc1ccco1)=N/NC(=O)CCC(=O)Nc1ccc(Br)cc1	6	1.9	3	-1	-2.2	11	4.9	22	1	2	-2.3
CCOC(=O)NC(=O)/C(C#N)=C\Nc1sccc1C(=O)OC	-5	4.9	-2	6	-2.2	12	4.4	-1	-17	5	2.9
COc1cc(/C=C2\CCc3ccccc3C2=O)cc(OC)c1OC	7	-1.4	-3	6	-0.2	1	1.5	8	6	-16	-1.7
CCCCN1CC[C@H]2C=CC[C@@H](C(=O)Nc3ccc(Cl)c(C(F)(F)F)c3)[C@H]2C1=O	-18	3.1	-7	-4	-1.4	8	0.5	3	4	9	-0.7
O=C(Nc1cccc2ccccc12)OCc1cncs1	12	4.0	-5	-15	-1.8	9	3.6	-16	-8	30	0.0
Cc1ncsc1CCOC(=O)c1ccc(N2CCOCC2)c([N+](=O)[O-])c1	-14	2.0	-7	-7	0.4	-2	-1.0	2	-4	4	-0.8
O=C(O)CCC(=O)NNC(=O)COc1ccc2ccccc2c1Br	12	2.1	/	/	/	/	3.7	/	-3	5	-2.6
C=CCc1c(C)nc(N)[nH]c1=O	6	1.4	5	0	-1.5	9	1.7	-10	0	22	0.3
CC(C)C(NC(=O)CN1C(=O)c2cccc3cccc1c23)C(C)C	44	0.3	2	-13	-1.5	8	3.0	-19	8	-10	-0.2
CC1CC(C)CN(CC(C)(C)NS(=O)(=O)c2ccc(Cl)cc2)C1 (centres undefined)	276*	1.0	-9	-6	2.5	-14	4.2	-4	-3	38	0.2

3 entries out of the list, arranged by number of heavy atoms, low to high.
SMILES	Mot1-301 SUMO	AddAB inh	PKA-R2B activ	PKA-R1A activ	OPRM1-OPRD1 ag	MOR-DOR inv ag	phage Ecoli inh	HTR5A inv ag	Tat export inh	PfHsp90 yeast 2	E coli growth
O=C(NCCCN1CCOCC1)C(=O)NCCc1ccccc1	/	-1.4	0	8	-2.1	11	1.8	-10	-3	-1	2.3
CC(C)CN(CC(C)C)C(=O)CC(=O)NC(=O)c1ccc(Cl)cc1	-11	-2.8	1	8	1.3	-7	3.0	11	7	4	-1.1
C/C(CCc1ccco1)=N/NC(=O)CCC(=O)Nc1ccc(Br)cc1	6	1.9	3	-1	-2.2	11	4.9	22	1	2	-2.3

(next part)
SMILES	Mot1-301 SUMO	AddAB inh	PKA-R2B activ	PKA-R1A activ	OPRM1-OPRD1 ag	MOR-DOR inv ag	phage Ecoli inh	HTR5A inv ag	Tat export inh	PfHsp90 yeast 2	E coli growth
COc1ccc(CNC(=O)C2CCN(C(=O)c3ccccc3)CC2)cc1	-2	-3.0	-5	-6	-2.7	15	1.8	5	4	-18	-1.4
CCCCOc1ccc(N(CC(=O)NCc2ccccc2)C(=O)c2csnn2)cc1	7	-0.6	-4	0	0.6	-3	1.5	3	22	-10	0.2
Cc1cc(C(=O)Nc2sc3c(c2C#N)CCCCC3)cs1	-6	1.2	-1	-1	0.2	-1	/	14	4	-21	1.7
Cc1ccc(COC(=O)c2nn(-c3ccccc3)nc2N)cc1	1	1.6	4	-9	9.8	-48	1.8	-2	8	/	-0.2
O=C(N/C=C/c1ccc(Cl)cc1)NCc1ccc(Cl)cc1	-3	2.3	-2	2	4.6	-21	2.9	-3	-8	-10	-0.5
Cc1cc(C)cc(Oc2cc(NC(=O)c3cn(C)nc3C)cc([N+](=O)[O-])c2)c1	9	2.6	-2	2	3.8	-20	1.2	-15	6	-11	-4.0
O=[N+]([O-])c1ccc(NS(=O)(=O)c2cccc3cccnc23)cc1	-11	5.5	11	-5	-1.5	7	3.5	-1	4	-5	-1.5
CN(C)CCN=Cc1c(O)n(Cc2ccccc2)c(=O)c2ccccc12	1	0.3	6	5	-1.5	7	3.4	11	-4	-1	-0.8
COc1ccc(C2N(c3cccc(Cl)c3)C(=O)C3CCCN32)cc1 (centres undefined)	11	7.3	0	3	-2.3	11	3.3	10	-2	5	1.4
CCCn1c(=N)c(C(=O)NC2CCCC2)cc2c(=O)n3cccc(C)c3nc21	8	2.4	5	7	-3.6	21	3.0	-32	-13	-5	2.5
CCCCSc1nc2sc3c(c2c(=O)[nH]1)CCC3	-7	1.4	0	-10	-3.0	15	0.4	-11	0	0	0.5
COc1cccc(CNC(=O)C(=O)N2CCC3(CC2)OCCN3S(=O)(=O)c2ccc(C)cc2)c1	-4	1.8	-10	-12	-0.8	4	2.7	-11	0	-7	2.8
